INS-1E GSIS act: GLuc luminescence reporter in INS-1E cells, primary screen for activators of glucose-dependent secretion of insulin; actives 0.61% (n = 370,000); activation, % at 16.6 µM; INS-1E GLuc reporter insulin secretion, 2-3 h;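 active means lowest replicate activation of at least 40%, so every replicate reaches that level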;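 further: 0% = median of neutral control wells and 100% = median of IBMX positive control wells; some compounds called inactive have numbers as strong as hits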
LGR2 inh: inhibitors of bursicon-induced LGR2 CRE-luciferase signal, primary screen, cell-based, HEK293, CRE-luciferase reporter, bursicon stimulation | bursicon-stimulated, 4 h | inhibition, % at 9.99 µM | actives 0.35% (n = 380,000) | AID 720647, 2013;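 active means drop in luminescence signal, shown as inhibition above about 50% in the replicate tests, limit read from the data, passing the limit was not always enough; inconclusive means probably only some replicates passing the limit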;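 further: agonist challenge used bursicon conditioned medium at about half maximal strength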
PAX8 inh HTS: inhibitors of PAX8-driven TPO luciferase reporter, primary screen, RMG-I cells, single concentration; SteadyGlo, 24 h; inhibition, % at 12.6 µM; actives 1.2% (n = 360,000); AID 652154, 2013;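 active means mean replicate inhibition at least 60% with every replicate also reaching 60%; inconclusive means only one of the two criteria is met; inactive means mean below 60% and not all replicates reaching 60%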;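 further: luciferase light reporting Pax8 driven TPO promoter activity; plate controls were median of neutral control wells for no effect and mitoxantrone controls for full effect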
Cneo AK release: Cryptococcus neoformans cell lysis inducers, primary screen, AK release luminescence, single concentration; AID 651654, 2012; lysis activity, % at 15 µM; C. neoformans lysis, adenylate kinase release luminescence, 4 h; normalised: neutral wells 0, clomiphene wells 100; actives 0.2% (n = 360,000);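 active means mean lysis activity across replicates of at least 80%, whatever share of replicates individually reach that level; inactive means mean lysis activity below 80%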
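Material – log-phase Cryptococcus neoformans yeast cells · Input – 5 × 10^6 yeast cells/mL · Medium – fresh YPD growth medium · Doses – single compound concentration per well · Timing – static 4 h at 37 °C with compound, 1 h detection · Detection – adenylate kinase release luminescence · Read-out – signal increase indicating cell lysis · Control set – Clomiphene as positive lysis control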
Statin myotox sup: suppressors of statin myotoxicity in C2C12 myotubes, primary screen, cell-based, single point, plate reader; actives 0.78% (n = 330,000); AID 602340, 2012; C2C12 myotubes + simvastatin, ATP luminescence, 48 h; scaled: DMSO 0, geranylgeraniol control 100; rescue of ATP level, % at 7.49 µM;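 active means mean ATP rescue above about 67%, or every replicate alone reaching that limit, limit read from the data, passing the limit was not always enough; inconclusive means no clear call, values can overlap the other calls; inactive means mean under the limit and some replicate under it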;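 further: myotubes were challenged with 10 µM simvastatin during compound exposure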
PGC1a acetyl inh: inhibitors of PGC1a acetylation signal, primary screen, cell-based, U2OS, AlphaScreen, inhibitor mode; actives 0.17% (n = 350,000); inhibition, % at 15.6 µM; AID 651687, 2012; AlphaScreen anti-acetyl-lysine; with virally co-expressed GCN5 acetyltransferase;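 active means every replicate shows inhibition of at least 40%; inconclusive means mean inhibition at least 40% but some replicate below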;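 further: 0% = neutral control wells and 100% = positive control wells; some results beyond the cut were filed as inactive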
PglD inh: C. jejuni PglD acetyltransferase inhibitors, primary screen, biochemical, DTNB colorimetric, single point | UDP-N-acetylbacillosamine N-acetyltransferase PglD (Campylobacter jejuni) | purified PglD enzyme, DTNB colorimetric CoA detection | actives 0.098% (n = 360,000) | inhibition, % at 12.5 µM; in the data active means inhibition above about 16%, passing the limit was not always enough; inconclusive means no clear call, values can overlap the other calls; further: strong numbers were not always called active
ARNT-TACC3 inh: disruptors of ARNT/TACC3 protein interaction, primary screen, biochemical, AlphaScreen, single concentration. Transforming acidic coiled-coil-containing protein 3 (Homo sapiens), Q9Y6A5. AlphaScreen His-ARNT PAS-B/GST-TACC3 binding, luminescence; TACC3 fragment carries E629A point mutation. inhibition, % at 9.99 µM. actives 0.66% (n = 390,000). AID 623870, 2012;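 active means mean inhibition of replicates at least 50% and at least half of replicates each reaching 50%; inconclusive means half or more replicates reach 50% but mean below 50%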;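 further: 0% = complete ARNT plus TACC3 wells and 100% = ARNT alone without TACC3; many hits fall short of the cut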
The depositor's hits bear a star; ? = inconclusive; / = not tested or not shown; & = joins results of further samples.

SMILES	INS-1E GSIS act	LGR2 inh	PAX8 inh HTS	Cneo AK release	Statin myotox sup	PGC1a acetyl inh	PglD inh	ARNT-TACC3 inh
O=C(CCn1nnnc1CN1CCOCC1)N1CCC(c2cccc(Cl)c2)C1 (stereo not drawn)	9	-6	/	6	8	3	0	1
CC1CC(Nc2ccccc2)=CC(=O)O1 (stereo not drawn)	1	13	/	/	/	-3	/	-3
COc1ccc(C(=O)C2CCCN(Cc3cc(C)c(O)c(C)c3)C2)c(OC)c1 (stereo not drawn)	-16	-6	5	-2	9	11	6	4
COc1ccc(N2CCN(S(=O)(=O)CCNC(=O)C(C)Oc3ccccc3)CC2)cc1 (stereo not drawn)	3	9	3	-1	-2	-7	0	-4
COc1ccc(S(=O)(=O)N2CCc3ccccc32)cc1C(=O)OCC(=O)c1c(N)n(C)c(=O)n(C)c1=O	10	4	13	/	/	0	/	0
COCc1cc(C)nc(SCC(=O)Nc2ccccc2C)c1C#N	/	/	3	1	/	-11	-1	-9
CCOC(=O)c1cc(-c2nnc(-c3ccc(Cl)cc3)o2)c(C)nc1C	3	-9	-3	3	9	/	3	-3
C/C=C/c1ccc2c(c1)O[C@H](CN(C)C(=O)c1ccc3c(c1)OCO3)[C@H](C)CN([C@H](C)CO)S2(=O)=O	-1	-2	/	1	-2	11	-3	3
COCC#Cc1ccc2c(c1)O[C@H](CN(C)C(=O)COC)[C@@H](C)CN([C@@H](C)CO)S2(=O)=O	5	0	-2	0	-2	7	1	-6
COc1ccc(CC(=O)Nc2ccc(S(=O)(=O)Nc3onc(C)c3C)cc2)cc1OC	15	-12	-9	2	1	/	-5	2
Cc1ccc(-c2csc3ncnc(N4CCN(C(=O)c5ccco5)CC4)c23)cc1	6	1	22	0	-3	2	-1	3
CN(C)c1ccc2c(=O)[nH][nH]c(=O)c2c1	1	12	9	/	/	-2	/	-3
C=CCOc1ccc(/C=C/C(C)=N\O)cc1	/	/	-134	-6	-2	6	2	-4
CCOc1ccccc1NC(=O)C(OC(=O)c1ccccc1)c1ccccc1 (stereo not drawn)	4	-3	1	3	0	-7	7	-3
COc1ccc(-c2[nH]ncc2/C=N/NC(=O)c2cccc([N+](=O)[O-])c2)cc1OC	-4	25	-11	/	-1	-1	/	8
COc1ccc2c(COC(=O)c3n[nH]c4ccccc34)cc(=O)oc2c1	-2	-11	/	0	5	0	-4	-1
CCOC(=O)C1CCCN(C(=O)c2cccnc2Oc2ccccc2)CC1 (stereo not drawn)	38	-17	-21	-2	8	/	4	/
CCCC#Cc1cnc2c(c1)C(=O)N([C@H](C)CO)C[C@H](C)[C@@H](CN(C)C(=O)c1cccc(F)c1)O2	-27	12	22	-4	9	1	-3	-1
O=C(c1ccccn1)N1C[C@@H]2[C@H](c3ccccc31)[C@@H](CO)N2C(=O)C1CC1	7	-8	-24	-2	4	2	4	21
O=C1C=C(NC(=O)Nc2ccc(Cl)c(Cl)c2)CCC1	-1	-7	-36	/	/	-9	/	-5

Single records, as listed above. Values in the order: INS-1E GSIS act, LGR2 inh, PAX8 inh HTS, Cneo AK release, Statin myotox sup, PGC1a acetyl inh, PglD inh, ARNT-TACC3 inh
Results for C=CCOc1ccc(/C=C/C(C)=N\O)cc1 = /, /, -134, -6, -2, 6, 2, -4
Results for CCCC#Cc1cnc2c(c1)C(=O)N([C@H](C)CO)C[C@H](C)[C@@H](CN(C)C(=O)c1cccc(F)c1)O2 = -27, 12, 22, -4, 9, 1, -3, -1
Results for CN(C)c1ccc2c(=O)[nH][nH]c(=O)c2c1 = 1, 12, 9, /, /, -2, /, -3

The results go on.
SMILES	INS-1E GSIS act	LGR2 inh	PAX8 inh HTS	Cneo AK release	Statin myotox sup	PGC1a acetyl inh	PglD inh	ARNT-TACC3 inh
Cn1cnc(S(=O)(=O)N[C@@H]2CC[C@@H](CC(=O)Nc3ccc(-c4ccccc4)cc3)O[C@H]2CO)c1	10	11	-14	-6	-8	12	4	-11
O=C(CCc1ccc(S(=O)(=O)NCCc2ccccc2)cc1)NCc1ccc2c(c1)OCO2	/	/	-1	5	1	/	-7	-11
CCc1cccc(NC2c3ccccc3C(=O)N2c2ccc(C)cn2)c1 (stereo not drawn)	-43	-26	-87	1	9	-8	-1	-1
Cc1cc(-n2c(SCC(=O)NCCC3=CCCCC3)nc3n[nH]c(C)c3c2=N)ccc1Cl	-6	11	88*	2	-24	-12	2	-8
CCc1nnc(NC(=O)c2oc3cc(C)c(C)cc3c2C)s1	3	-12	-3	/	/	/	/	-3
N#CNC(=Nc1ccc(Cl)cc1)Oc1ccccc1	6	-4	2	/	/	-5	/	-8
COc1ccc(S(=O)(=O)Cc2ccc(C(=O)N3CCN(c4ccccc4)CC3)o2)cc1	-6	-9	8	3	2	-2	-3	-2
CCC(=O)N1CCCCN2[C@H](CO)[C@H](c3ccc(-c4cccc(C(=O)N(C)C)c4)cc3)[C@H]2C1	4	4	-11	-3	/	9	2	-7
C[C@H](NC(=O)c1ccccc1Cl)C(=O)NCc1cccs1	4	-9	17	/	/	/	/	5
CCc1cc(=O)oc2cc(C)c(CN3CCCC(C)C3)c(O)c12 (stereo not drawn)	-1	12	/	1&-2	-10	12	-10&-9	2&-9
C/C=C/c1ccc2c(c1)O[C@H](CN(C)Cc1ccc(C(=O)O)cc1)[C@H](C)CN([C@H](C)CO)S2(=O)=O	13	-17	-22	52	-6	0	4	-2
C[C@H](CO)N1C[C@H](C)[C@H](CN(C)C(=O)Nc2ccc(F)cc2)Oc2ccc(NC(=O)Cc3cn(C)c4ccccc34)cc2C1=O	-20	5	-4	-2	-2	-1	1	4
c1ccc(CNc2ncnc3nc[nH]c23)nc1	/	-14	13	-3	-4	-2	-6	11
O=C(c1cccc(C(F)(F)F)c1)C1CCCN(C(=O)CN2CCCC2=O)C1 (stereo not drawn)	1	-16	10	0	-4	0	12	2
Cc1c(C(=O)N/N=C/C(C)C)[nH]c2c([N+](=O)[O-])cccc12	-14	-3	-1	/	/	/	/	-1
Cc1cccc(NC(=O)c2nc[nH]c2C(=O)N[C@@H](Cc2ccccc2)C(=O)OC(C)(C)C)c1	/	12	32	-4	14	/	-1	1
CN(C)CCCn1c(SCC(=O)N2CC(=O)Nc3ccccc32)nc2ccccc2c1=O	12	4	-1	/	/	/	/	-1
COCCc1nnc(NC(=O)C23CC4CC(CC(C4)C2)C3)s1	-1	12	-16	2	31	3	-2	-2
Cc1ccc(S(=O)(=O)N(C)C[C@H]2Oc3ccc(NS(=O)(=O)c4ccccc4)cc3C(=O)N([C@@H](C)CO)C[C@@H]2C)cc1	-9	8	/	-1	/	9	-1	2
O=C(NNC(=O)c1nn(-c2ccc(F)cc2)ccc1=O)c1ccccc1Cl	1	-18	11	1	/	1	-164	20
Cc1ccc(/C=N/n2c(C)nc3ccccc3c2=O)o1	9	11	-42	/	/	/	/	6
COCC#Cc1cnc2c(c1)C(=O)N([C@@H](C)CO)C[C@@H](C)[C@@H](CN(C)C(=O)Nc1c(C)noc1C)O2	-6	18	/	0	-4	-14	4	-2
CCNC(=S)N1CCN(CC(=O)Nc2ccc(OC)cc2)CC1	-5	-2	8	/	/	/	/	-5
Cc1noc(C)c1NC(=O)Nc1ccc2c(c1)CC(=O)N([C@@H](C)CO)C[C@@H](C)[C@H](CN(C)Cc1ccc(C(F)(F)F)cc1)O2	-11	-18	31	-1	54	-13	0	/
CCN(C[C@@H]1N[C@@H](CO)[C@@H]1c1ccc(-c2cccc(C#N)c2)cc1)C(=O)COC	-8	-5	5	15	-4	7	23	-4
CCNC(=S)Nc1ccc(Cc2ccncc2)cc1	-3	-2	-9	4	13	/	-7	8
Nc1ncnc2c1ncn2[C@@H]1O[C@H](CNS(=O)(=O)c2cc(S(=O)(=O)c3ccccc3)cs2)[C@@H](O)[C@H]1O	10	-13	-27	-1	1	-2	3	-2
CC(CCc1ccccc1)NS(=O)(=O)c1ccc(Cl)c(C(=O)O)c1 (stereo not drawn)	6	1	-19	0	5	-11	2	-1
C[C@H]1CN([C@@H](C)CO)S(=O)(=O)c2ccc(-c3cccnc3)cc2O[C@H]1CN(C)Cc1ccncc1	4	-5	/	-4	-22	0	-3	-3
O=C(O)C1CCCCN1S(=O)(=O)c1ccc2ccccc2c1 (stereo not drawn)	/	/	/	-4	4	5	6	-4
CO[C@@H]1CN(C)C(=O)c2cc(NC(=O)c3cc(C)on3)ccc2OC[C@@H](C)N(C)C[C@@H]1C	11	24	6	1	2	15	-2	-9
Cc1cc(C(=O)COC(=O)c2ccc(N)c([N+](=O)[O-])c2)c(C)n1Cc1ccc2c(c1)OCO2	5	-63	-112	-6	-19	0	0	0
O=C(/C=C/c1ccc2c(c1)OCO2)c1cccnc1	-18	13	3	-2	4	/	-9	0
CCN(c1ccccc1)c1nc2nonc2nc1NCCO	-4	-12	3	-1	-20	6	4	-1
C[C@H]1CN([C@@H](C)CO)C(=O)c2cc(-c3ccccc3F)cnc2O[C@@H]1CN(C)Cc1ccccc1	-3	-8	/	3	21	-24	0	1
OC[C@@H]1CN(Cc2ccc(-c3ccccc3)cc2)C[C@H](n2cnc3c(Nc4ccccc4)ncnc32)O1	-18	13	35	0	4	/	-5	/
C[C@H](O)C#Cc1cnc2c(c1)C(=O)N([C@@H](C)CO)C[C@@H](C)[C@@H](CN(C)C(=O)c1ccc(F)cc1)O2	15	-7	/	-14	1	-3	2	6
Cc1cccc(OCC(=O)N2CCC(c3ccccc3)C2)c1 (stereo not drawn)	/	/	/	-7	48	0	-2	-12
COc1ccc(NC(=O)CN(C)CC(=O)Nc2sc3c(c2C#N)CCC3)cc1	-9	-14	6	0	2	/	-5	4
N=c1c2c(-c3ccccc3)c(-c3ccccc3)n(Cc3ccco3)c2ncn1CCO	-9	11	/	2	/	-8	0	/
CC1(C)Cc2c(cnn2-c2ccccc2)C(NC(=O)C2(C(N)=O)CC2)C1 (stereo not drawn)	6	10	-24	-1	-10	9	2	-7
CO[C@@H]1CN(C)C(=O)c2cc(NS(=O)(=O)CC(F)(F)F)ccc2OC[C@H](C)N(CCC(F)(F)F)C[C@@H]1C	0	2	-3	-1	-9	-7	1	2
Cc1ccc(S(=O)(=O)N2[C@@H](c3ccc(F)cc3)C(C(=O)O)=CC[C@H]2c2cccs2)cc1	6	-9	7	-1	9	9	5	0
CC(C)NC(=O)N(C)C[C@H]1Oc2ncc(C#Cc3ccncc3)cc2C(=O)N([C@@H](C)CO)C[C@H]1C	12	7	/	42	4	-17	4	7
CN(C)CCCN(C(=O)c1cc2ccccc2oc1=O)c1nc2c(F)cccc2s1	-23	-10	/	0	/	4	4	4
Cc1ccc(-c2cc(-c3ccccc3)nc(NN)n2)cc1	-6	-2	-16	1	13	17	5	-3
O=C(C[C@H]1CC[C@@H]2[C@H](COC[C@@H](O)CN2S(=O)(=O)c2ccc(F)cc2)O1)NCCN1CCCCC1	5	10	-41	-4	3	?	0	-22

High-throughput results from PubChem BioAssay.

An unsorted share of the library, and some 2.9% of all compounds hit somewhere here.
